# Compound activity (PubChem BioAssay)
# NPC1 promoter act = activators of NPC1 promoter; 320,000 tested, 2.4% active; Potency, µM (series often up to 9.22 µM), for inactives: at the top dose activation, most hits filed as activators; Huh7 NPC1 promoter luciferase reporter, 24 h; AID 485313;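 also: % of control where 0% means no effect; nearly all actives have a fitted effect of over 60% in size; reporter is driven by a mutant NPC1 promoter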
#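 In 1536-well qHTS, Huh7 cells harboring an NPC1 promoter–luciferase construct received compound for 24 h; activation was quantified by luminescence following luciferase reagent addition.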
# BRCA1 expr up = activators of BRCA1 expression | MCF7-BRCA1-FFLuc reporter, luminescence, 48 h; response scale: scaled: vehicle 0%, 10 µM genistein 100% | Potency, µM (series often up to 46.1 µM), for the others: at the highest dose activation, most hits filed as activators | 380,000 tested, 1.1% active; also: nearly all actives have a fitted effect of over 80% in size; some results filed as inactive show a strong effect at the top dose
#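 Compounds are tested at multiple concentrations on MCF7 BRCA1-luciferase reporter cells seeded at 2000 per well; after 48 h, a single luminescence end-point is taken and curves fitted to the normalized data.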
# MBNL1 CUG block = inhibitors of human MBNL1 binding to CUG repeat RNA. Q9NR56. TR-FRET MBNL1-His/biotin-(CUG)12 binding, 665/545 ratio. Potency, µM (top dose mostly 57.5 µM), for the others: at the top dose activity change, negative = inhibition, hits mostly inhibitors. 280,000 tested, 0.036% active. AID 2675; active = well fitted inhibition curve with a large enough effect in the signal ratio, with a control signal flat, not every such curve was filed as active; inconclusive = small, poorly fitted or top-dose-only effect, or effect the other way, or a change in a side signal; inactive = no such curve, though single readings can be large or run the other way; the % refers to the signal ratio; also: % is scaled to controls: 0 for no effect and ±100 for the full control effect
# Target sequence (Q9NR56 whole entry, looked up): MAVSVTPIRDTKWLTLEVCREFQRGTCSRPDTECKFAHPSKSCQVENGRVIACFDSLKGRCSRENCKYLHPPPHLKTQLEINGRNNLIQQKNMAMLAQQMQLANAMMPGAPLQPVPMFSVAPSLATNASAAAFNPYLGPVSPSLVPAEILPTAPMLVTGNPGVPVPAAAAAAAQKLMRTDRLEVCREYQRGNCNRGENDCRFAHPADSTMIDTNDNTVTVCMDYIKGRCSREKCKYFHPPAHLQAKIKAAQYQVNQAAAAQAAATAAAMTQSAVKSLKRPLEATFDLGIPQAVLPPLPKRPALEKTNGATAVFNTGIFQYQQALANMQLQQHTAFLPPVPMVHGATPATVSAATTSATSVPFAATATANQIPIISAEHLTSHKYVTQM
#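 His-tagged MBNL1 binding to biotinylated (CUG)12 RNA was measured by TR-FRET using terbium anti-His antibody (0.055 ng/ul final) and streptavidin-XL665 (5 nM final). Compounds were titrated 92 nM to 58 uM; 60 min at room temperature.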
# ELG1 genotox = induces genotoxicity in HEK293T cells with luciferase-tagged ELG1; HEK293T ELG1-luciferase reporter, luminescence, 16 h; Potency, µM (highest dose often 46 µM), for inactives: at the top dose activity change, positive = activation, usual class: activators; 330,000 tested, 1.3% active; AID 504466; also: % of control where 0% means no effect; nearly all actives have a fitted effect of over 60% in size
#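 ELG1-luciferase HEK293T cells, 2,000/well; compound pinned in; 16 hr, 37 °C, 5% CO2; ONE-Glo, 30 min RT; luminescence on CCD imager.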
# p53 reactivation = restores transcriptional activity of mutant p53; Potency, µM (top dose mostly 92.2 µM), for the others: top-dose activity change, positive = activation, actives largely listed as activators; AID 504706; 320,000 tested, 0.063% active; H1299 p53-A138V BP100-luciferase reporter, luminescence, 24 h; also: % of control where 0% means no effect; nearly all actives have a fitted effect of over 45% in size
#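 H1299 (p53-null), stable ts p53-A138V + BP100-Luc; 1000 cells/well, Opti-MEM/10% FBS; cpd 4 pt, 1:5; 24 h, 37 deg C, 5% CO2; detection reagent 10 min RT; luminescence.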
# VP16 counter = Gal4-VP16 reporter inhibition counter-screen; Drosophila S2 Gal4-VP16 UAS-luciferase, luminescence, 20 h; Potency, µM (series often up to 53.6 µM), without a hit: at the top dose activity, negative = inhibition, hits mostly inhibitors; 310,000 tested, 3.5% active;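 also: Gal4-VP16 expression switched on by copper sulfate through the metallothionein promoter; % is scaled to controls: 0 for no effect and ±100 for the full control effect; nearly all actives have a fitted effect of over 50% in size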
# Rab9 promoter act = activators of Rab9 promoter | Huh7 Rab9 promoter-luciferase reporter, luminescence, 24 h | Potency, µM (top dose mostly 9.22 µM), without a hit: at the highest dose activation, negative = inhibition, usual class: activators | 320,000 tested, 2.8% active | AID 485297; also: % of control where 0% means no effect; nearly all actives have a fitted effect of over 60% in size
#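 Luminescence from Amplite-detected luciferase (10 minutes, ambient) reports Rab9 promoter activation. Before that, stable Rab9-luciferase Huh7 cells (1500/well, reduced-serum OP-MEM I plus 10% FBS) were exposed to compound for 24 hours at 37C.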
# uPA generation = blocks generation of uPA at the cell surface. cell surface uPA generation assay, qHTS. Potency, µM (top dose mostly 38.3 µM), without a hit: at the highest dose activity change, negative = inhibition, hits mostly inhibitors. 330,000 tested, 0.31% active; active = well fitted inhibition curve with a large enough effect; inconclusive = small, poorly fitted or top-dose-only effect; inactive = no such curve, though single readings can be large or run the other way; tested in mouse RAW 264.7 cells; also: % is scaled to controls: 0 for no effect and ±100 for the full control effect; nearly all actives have a fitted effect of over 55% in size
# RORgamma inh = blocks mouse ROR gamma transcriptional activity; P51450; AID 2551; 310,000 tested, 5.4% active; Drosophila S2 Gal4-RORgamma UAS-luciferase reporter, 20 h; Potency, µM (doses to about 53.6 µM), without a hit: at the highest dose activity change, negative = inhibition, actives largely listed as inhibitors; also: % is scaled to controls: 0 for no effect and ±100 for the full control effect; nearly all actives have a fitted effect of over 60% in size
#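 Using a luciferase readout, inhibitors were identified by reduced reporter activity in Drosophila cells coexpressing a copper-inducible Gal4–ROR gamma fusion and UAS-driven Photinus luciferase, incubated 20 hr after 700 uM copper sulfate.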
# FLuc modulator = firefly luciferase modulation, counter-screen for miR-21 project; P08659; purified FLuc, Km substrates, luminescence inhibition; Potency, µM (doses to about 57.5 µM), inactives show at the highest dose activity change, negative = inhibition, usual class: inhibitors; 360,000 tested, 6.9% active; AID 588342;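 also: plate controls were vehicle for no effect and reference inhibitor for full effect; nearly all actives have a fitted effect of over 55% in size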
# Target sequence (P08659 whole entry, looked up): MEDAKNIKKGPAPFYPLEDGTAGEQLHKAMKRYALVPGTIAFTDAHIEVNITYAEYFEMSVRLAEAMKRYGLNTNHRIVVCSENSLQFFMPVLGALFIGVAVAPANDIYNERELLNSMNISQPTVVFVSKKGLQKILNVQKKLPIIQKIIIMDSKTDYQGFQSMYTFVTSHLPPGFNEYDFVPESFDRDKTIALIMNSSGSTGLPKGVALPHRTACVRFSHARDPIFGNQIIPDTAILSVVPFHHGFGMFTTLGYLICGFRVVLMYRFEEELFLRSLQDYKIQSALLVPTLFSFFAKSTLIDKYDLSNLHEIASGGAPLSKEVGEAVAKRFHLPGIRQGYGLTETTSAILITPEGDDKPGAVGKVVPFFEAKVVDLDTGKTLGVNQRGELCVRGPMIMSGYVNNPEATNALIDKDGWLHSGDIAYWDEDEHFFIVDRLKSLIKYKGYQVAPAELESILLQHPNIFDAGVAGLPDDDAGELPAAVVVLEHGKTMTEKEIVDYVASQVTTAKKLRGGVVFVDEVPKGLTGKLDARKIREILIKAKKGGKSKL
#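 Purified P. pyralis luciferase (10nM final) with 10uM D-luciferin and 10uM ATP (Km levels) in 50mM Tris acetate pH 7.5, 10mM Mg acetate, 0.01% Tween-20, 0.05% BSA; qHTS 6-point titration, ~60 µM downward; luminescence read.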
# An asterisk follows results filed as active; ? = inconclusive; / = not tested or not shown; & = joins results of further samples; [ ] = dose if it differs, or a comment. Unless noted, calls follow the shape of the dose curve; as a rule, active = well fitted curve in the direction sought with a large enough effect; inconclusive = small, poorly fitted or top-dose-only effect, or another doubt; inactive = no such curve, though single readings can be large; an effect the other way counts as inactive or inconclusive. Potency is read from the fitted curve at half-maximal effect.
Molecule,NPC1 promoter act,BRCA1 expr up,MBNL1 CUG block,ELG1 genotox,p53 reactivation,VP16 counter,Rab9 promoter act,uPA generation,RORgamma inh,FLuc modulator
C=CCN(C(=O)CNC(=O)c1cccs1)C(C(=O)NC(C)(C)C)c1ccccc1 (stereo not given),-1%,-8%,6%,-1%,0%,0%,2%,-1%,9%,-2%
CCC(Sc1nnc(C)c(=O)[nH]1)C(=O)Nc1cccc2ccccc12 (stereo not given),-4%,-12%,-3%,-14%,-1%,-10%,-1%,1%,2%,1%
Fc1ccccc1CN1CCCCCCC1,-2%,0%,-7%,0%,-4%,-9%,3%,-6%,-40%,2%
Cc1nn(-c2ccccc2)c(N2CCCC2)c1/C=N/n1cnc2scc(-c3ccccc3)c2c1=O,0%,20%&-21%,-9%,-24%,0%,1%,1%,-2%,-6%,3%
CCCCn1c(N)c(N(CCC(C)C)C(=O)C2CCCN(C(=O)c3ccc(Cl)cc3)C2)c(=O)[nH]c1=O (stereo not given),-5%,-26%,/,0%,-3%,/,0%,9%,/,-1%
COc1ccc(N2CCN(Cc3nc(N)nc(N4CCCc5ccccc54)n3)CC2)cc1,2%,-12%,-5%,-2%,6%,-8%,-5%,0%,?,-6%
CCc1ccc(OCC(=O)O/N=C(\N)c2cccnc2)cc1,3%,?,-15%,8%,5%,0%,17%,5%,?,?
CC(=O)c1ccc(NC(=O)c2cc(-c3cccs3)on2)cc1,2%,67%,8%,14%,3%,3%,-2%,0%,3%,0%
CCC(=O)N1CCc2cc(S(=O)(=O)NC(C(=O)NCc3ccc(F)cc3)C(C)C)ccc21 (stereo not given),-3%,7%,7%,-2%,-5%,6%,-1%,2%,9%,0%
Cc1ccccc1S(=O)(=O)N1[C@@H](c2ccccc2)C(C(=O)O)=CC[C@H]1c1ccc(Cl)cc1,-6%,-3%,/,1%,-6%,/,3%,-1%,/,0%
COc1ccc(C2=NN(C(=O)CSc3nnnn3C)C(c3ccco3)C2)cc1 (stereo not given),1%,-11%,/,0%,13%,/,-3%,-6%,/,0%
CSc1nc(C(C)C)ccc1CNC(=O)CC(C)c1ccccc1 (stereo not given),-4%,-44%,-6%,-8%,-4%,16%,6%,-6%,8%,1%
CN(C(=O)CSc1nc2ccc(Br)cc2c(=O)n1Cc1ccco1)C1CCS(=O)(=O)C1 (stereo not given),0%,0%,-7%,-6%,-3%,-9%,-5%,-2%,?,2%
CN(C)c1ccc(N=Nc2ccccc2C(=O)OCC(=O)N(C)c2ccccc2)cc1,24%,73%,?,-2%,?,-19%,23%,-22%,?,1.3µM*
COc1cccc(/C=C2/C(=O)NN(c3ccc(F)cc3)C2=O)c1,0%,-30%,-1%,6%,-4%,-1%,4%,-8%,-18%,21µM*
CCN(CC)c1ccc(C(=O)OCC(=O)Nc2sccc2C#N)cc1,3.2µM*,81%,-11%,?,?,0%,2.8µM*,-5%,?,12µM*
Cc1nnc2n(-c3ccccc3)c(=O)c3c4c(sc3n12)COC(C)(C)C4,1%,-10%,-9%,0%,-3%,0%,?,15%,-39%[10 µM],2%
CCc1cc(=O)[nH]c(SC/C=C/c2ccccc2)n1,-5%,-7%,-9%,7%,19%,-6%,-2%,9%,1%,6%
CCCCNC(=O)N1CCN(S(C)(=O)=O)CC1,-1%,-4%,0%,0%,-3%,-8%,-1%,3%,-20%,-1%
CCc1noc(C)c1C(=O)Nc1nc2c(F)cc(F)cc2s1,23%,31%,/,-1%,?,/,?,-5%,/,12µM*
CCCc1cc(=O)oc2cc(C)cc(OC(C)C(=O)N[C@@H](Cc3c[nH]c4ccccc34)C(=O)O)c12 (stereo not given in full),5%,33%,-8%,1%,/,1%,1%,-3%,-1%,-1%
Cc1cccc(NC(=O)c2ccc3c(c2)CCN3S(C)(=O)=O)c1C,13%,65%,0%,2%,9%,17%,7%,10%,-25%[1.91 µM],-12%
COc1cc(NS(=O)(=O)c2ccc(NS(=O)(=O)c3ccc(NC(C)=O)cc3)cc2)nc(OC)n1,1%,8%,-2%,2%,4%,-1%,7%,2%,-1%,1%
O=C(CNC(=O)c1ccc(Cl)cc1)c1ccc(Cl)cc1,23%,11µM*,4%,10%,8%,20%,?,-2%,25%,-18%
CC(C)(C)NC(=O)CN(C(=O)Cn1nnc(-c2ccccc2F)n1)c1cccc2c1CCCC2,0%,-27%,-7%,-4%,-5%,2%,2%,3%,15%,6%
COc1cccc(NC(=O)c2cccc(OC)c2OC)c1,?,?,-2%,10µM*,?,-2%,?,-7%,15%,21µM*
CCOC(=O)NNS(=O)(=O)c1cc(Br)ccc1Br,-4%,-25%,-3%,4%,1%,-5%,-1%,4%,-18%,-7%
COc1cc(OC)cc(-c2cc3ccccc3c(=O)o2)c1,/,29%,/,17%,12%,/,/,-7%,/,/
COc1ccc(NS(=O)(=O)c2cc(NC(=O)c3ccc(S(=O)(=O)N(C)C)cc3)ccc2N2CCOCC2)cc1,/,-53%,/,-1%,-1%,/,/,4%,/,/
Cc1ccc(CNC(=O)CN(C)S(=O)(=O)c2cnc[nH]2)cc1,-1%,-6%,-6%[11.5 µM],1%,-4%,-11%,?,2%,-4%,2%
COc1ccc(/C=C(/NC(=O)/C=C/c2ccccc2)C(=O)NCCCCCC(=O)O)cc1,2%,0%,22%,0%,0%,3%,3%,-1%,2%,-15%
CCOC(=O)CCNC(=O)Nc1cc2nc(C)n(Cc3cccc(Cl)c3)c2nc1C,-3%,-8%,-5%,2%,-3%,-9%,-3%,3%,0%,5%
COc1ccc(NC(=O)c2sc3nc(Cc4ccccc4)cc(C(F)(F)F)c3c2N)cc1OC,-7%,-20%,17%,3%,-8%,-11%,-4%,3%,-22%,-1%
Cc1ccccc1OC(=O)c1cccc(S(=O)(=O)N2CCN(C)CC2)c1,0%,-9%,/,-1%,-5%,/,-5%,18%,/,0%
CCOC(=O)c1cn(CC)c2ccc(S(=O)(=O)N3CC(C)CC(C)C3)cc2c1=O (stereo not given),-3%,10%,11%,3%,-19%,-3%,0%,12%,27%,-2%
O=C(CSc1nnc(CNC(=O)c2ccco2)o1)Nc1ccc(F)cc1,0%,3%,0%,5%,4%,-8%,-7%,-2%,-14%,-1%
Cc1ccc(C(=O)COC(=O)CCC(=O)NC2CCCCC2)cc1C,1%,7%,-2%,-3%,0%,-13%,2%,-7%,-30%,9.5µM*
Cc1ccc(C(=O)Nc2nc3ccc(S(C)(=O)=O)cc3s2)o1,2.8µM*,?,-11%,?,?,?,2.5µM*,-12%,-9%,3µM*
COC(=O)c1cc(OC)c(OC)cc1NC(=O)c1ccccc1C,-8%,-2%,0%,0%,2%,7%,-7%,-8%,7%,0%
COCc1cc(=O)[nH]c(Nc2nc(C)c3ccccc3n2)n1,2%,-73%,-5%,0%,6%,?,-6%,-15%,-14%,-12%
Nc1cc(C(=O)OCC(=O)NCc2ccco2)ccc1Cl,0%,-8%,-3%,-4%,0%,13%,-5%,2%,3%,-7%
CCOC(Cn1ccc(=O)[nH]c1=O)OCC,0%,1%,-10%,2%,-2%,5%,-2%,12%,-12%,1%

# Whole records from above. Order of screens: NPC1 promoter act | BRCA1 expr up | MBNL1 CUG block | ELG1 genotox | p53 reactivation | VP16 counter | Rab9 promoter act | uPA generation | RORgamma inh | FLuc modulator
# CCOC(=O)CCNC(=O)Nc1cc2nc(C)n(Cc3cccc(Cl)c3)c2nc1C is listed as -3% | -8% | -5% | 2% | -3% | -9% | -3% | 3% | 0% | 5%
# O=C(CSc1nnc(CNC(=O)c2ccco2)o1)Nc1ccc(F)cc1 is listed as 0% | 3% | 0% | 5% | 4% | -8% | -7% | -2% | -14% | -1%

# Molecules shown so far containing a thiophene ring, fused or not:
Molecule,NPC1 promoter act,BRCA1 expr up,MBNL1 CUG block,ELG1 genotox,p53 reactivation,VP16 counter,Rab9 promoter act,uPA generation,RORgamma inh,FLuc modulator
C=CCN(C(=O)CNC(=O)c1cccs1)C(C(=O)NC(C)(C)C)c1ccccc1 (stereo not given),-1%,-8%,6%,-1%,0%,0%,2%,-1%,9%,-2%
Cc1nn(-c2ccccc2)c(N2CCCC2)c1/C=N/n1cnc2scc(-c3ccccc3)c2c1=O,0%,20%&-21%,-9%,-24%,0%,1%,1%,-2%,-6%,3%
CC(=O)c1ccc(NC(=O)c2cc(-c3cccs3)on2)cc1,2%,67%,8%,14%,3%,3%,-2%,0%,3%,0%
CCN(CC)c1ccc(C(=O)OCC(=O)Nc2sccc2C#N)cc1,3.2µM*,81%,-11%,?,?,0%,2.8µM*,-5%,?,12µM*
Cc1nnc2n(-c3ccccc3)c(=O)c3c4c(sc3n12)COC(C)(C)C4,1%,-10%,-9%,0%,-3%,0%,?,15%,-39%[10 µM],2%
COc1ccc(NC(=O)c2sc3nc(Cc4ccccc4)cc(C(F)(F)F)c3c2N)cc1OC,-7%,-20%,17%,3%,-8%,-11%,-4%,3%,-22%,-1%
